# Compound activity (PubChem BioAssay)
# DAX1 inh-1: DAX1 (NR0B1) inhibitors on StAR promoter, primary screen, cell-based, luminescence, SF-1 (NR5A1), full-length DAX-1; HEK293T StAR-luciferase reporter, SF-1/DAX-1 repression relief; inhibition, % at 6.8 µM; 370,000 tested, 1.1% active; AID 652010, 2013;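 active means inhibition above the mean over all tested compounds plus 3 SD, cut at about 3.6% in these data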;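 further: 0% = DAX-1 cells with DMSO and 100% = cells lacking DAX-1 with DMSO; higher inhibition means more luminescence from relief of DAX-1 repression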
# ssDAF-12 act: S. stercoralis DAF-12 nuclear receptor activators, primary screen, cell-based, luminescence, HEK293, GRIP1 co-expression, lit1-tk-luc; Nuclear hormone receptor DAF-12 (Strongyloides stercoralis); HEK293 ssDAF-12/GRIP1 lit1-tk-luc reporter; % of 3 µM dafachronic acid response; activation, % at 6.8 µM; 370,000 tested, 1% active; AID 652126, 2013;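 active means activation above the mean over all tested compounds plus 3 SD, cut at about 0.9% in these data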;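 further: 0% = DMSO-only wells and 100% = 3 µM delta7-dafachronic acid wells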
# Rev-erbA mod: modulators of Rev-erb alpha DNA binding, primary screen, biochemical, FITC-DNA, fluorescence polarization, uHTS. Nuclear receptor subfamily 1 group D member 1 (Homo sapiens), P20393. Rev-erbα–FITC-DNA binding, 90 min. activity, % at 10 µM. 370,000 tested, 0.79% active. AID 1259318, 2017;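 active means activity above about 14%, limit read from the data; passing the limit was not always enough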;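 further: 0% = DMSO wells with 35 nM protein and 100% = DMSO wells with 750 nM protein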
# hcDAF-12 act: H. contortus DAF-12 nuclear receptor activators, primary screen, cell-based, luminescence, HEK293, lit1-tk-luc reporter; 370,000 tested, 1.4% active; activation, % at 6.8 µM; HEK293 hcDAF-12 lit1-tk-luc reporter; 0% DMSO, 100% Δ7-dafachronic acid;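 active means activation above the mean of all tested compounds plus 3 SD, cut at about 5.5% in these data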;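 further: 100% = response to 3 µM Δ7-dafachronic acid high control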
# PG9 Ab binder: binders of HIV-1 gp120 antibody PG9, primary screen, biochemical, TR-FRET; HIV-1 gp120 / PG9 antibody interaction; 360,000 tested, 0.43% active; inhibition, % at 6.7 µM; AID 624416, 2012; TR-FRET gp120-PG9 antibody binding; in the data active means inhibition above about 8.5%
# SMARCA2 act: SMARCA2 (BRM) function activators, primary screen, cell-based, luminescence, high throughput. MG213 cells, MMTV-luciferase reporter, dexamethasone, overnight. activation, % at 9.1 µM. 370,000 tested, 1% active; in the data active means activation above about 7.8%;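 further: 0% = vehicle wells and 100% = reference activator wells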
# FXN GAA850 act: FXN promoter activators, primary screen, cell-based, luciferase luminescence, HEK293 lucGAA850; AID 540364, 2011; HEK293 lucGAA850 FXN promoter luciferase reporter, 24 h; percent of 10 µM SAHA response; activation, % at 6 µM; 360,000 tested, 0.56% active;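 active means activation above the average of all compounds screened plus 3 SD, cutoff fixed separately per campaign, cut at about 7.5% in these data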;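 further: 0% = DMSO wells and 100% = 10 µM SAHA wells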
# DAX1 inh-2: DAX1 (NR0B1) inhibitors, primary screen, cell-based, HEK293, Gal4-DAX1, luciferase luminescence. Nuclear receptor subfamily 0 group B member 1 (Homo sapiens), P51843. HEK293 Gal4-DAX1 luciferase reporter. inhibition, % at 6.75 µM. 340,000 tested, 0.99% active. AID 504766, 2011;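 active means inhibition above the mean over all tested compounds plus 3 SD, cut at about 4.2% in these data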;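 further: 0% = DAX1-transfected cells with DMSO and 100% = empty-vector control cells with DMSO; inhibition shows as a rise in luminescence from relieved DAX1 repression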
# PLCb3 inh: human PLC-beta3 inhibitors, primary screen, biochemical, fluorescence | 1-phosphatidylinositol 4,5-bisphosphate phosphodiesterase beta-3 (Homo sapiens), Q01970 | Purified PLC-beta3, fluorogenic substrate | inhibition, % at 12.2 µM | 370,000 tested, 0.18% active; in the data active means inhibition above about 11%;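 further: 0% = median of compound wells on plate and 100% = full blocker control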
# Target sequence (Q01970 whole entry, looked up): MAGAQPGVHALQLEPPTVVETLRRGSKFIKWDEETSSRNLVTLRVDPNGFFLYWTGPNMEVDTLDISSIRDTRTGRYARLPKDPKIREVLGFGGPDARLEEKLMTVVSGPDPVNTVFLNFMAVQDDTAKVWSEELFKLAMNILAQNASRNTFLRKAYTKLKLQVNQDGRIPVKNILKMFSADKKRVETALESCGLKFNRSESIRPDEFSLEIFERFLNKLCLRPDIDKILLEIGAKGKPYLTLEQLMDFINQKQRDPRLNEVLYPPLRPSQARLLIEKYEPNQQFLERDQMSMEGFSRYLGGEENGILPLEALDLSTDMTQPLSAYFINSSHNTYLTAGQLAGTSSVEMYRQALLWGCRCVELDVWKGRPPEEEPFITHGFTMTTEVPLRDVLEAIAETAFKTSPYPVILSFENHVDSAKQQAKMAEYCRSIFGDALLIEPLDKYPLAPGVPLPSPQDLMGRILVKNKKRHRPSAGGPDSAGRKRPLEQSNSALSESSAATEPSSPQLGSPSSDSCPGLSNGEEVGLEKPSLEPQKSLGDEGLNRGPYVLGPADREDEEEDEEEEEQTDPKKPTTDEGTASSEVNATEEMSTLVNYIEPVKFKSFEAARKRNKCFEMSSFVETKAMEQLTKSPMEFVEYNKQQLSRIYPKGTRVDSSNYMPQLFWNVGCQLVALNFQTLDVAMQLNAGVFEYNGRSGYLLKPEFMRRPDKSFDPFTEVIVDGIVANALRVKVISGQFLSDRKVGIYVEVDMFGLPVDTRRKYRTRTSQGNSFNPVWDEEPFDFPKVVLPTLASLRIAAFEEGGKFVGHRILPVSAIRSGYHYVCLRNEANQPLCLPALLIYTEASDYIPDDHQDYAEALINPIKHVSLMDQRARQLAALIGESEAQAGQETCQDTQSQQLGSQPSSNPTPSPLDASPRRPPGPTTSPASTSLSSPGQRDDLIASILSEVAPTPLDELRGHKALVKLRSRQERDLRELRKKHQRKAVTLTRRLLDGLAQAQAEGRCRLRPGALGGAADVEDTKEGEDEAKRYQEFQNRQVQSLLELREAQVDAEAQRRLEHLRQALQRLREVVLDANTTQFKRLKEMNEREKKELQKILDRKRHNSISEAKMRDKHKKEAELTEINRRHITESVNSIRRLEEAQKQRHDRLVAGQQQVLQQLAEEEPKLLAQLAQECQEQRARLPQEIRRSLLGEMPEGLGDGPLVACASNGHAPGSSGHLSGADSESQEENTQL
# hgDAF12 agonist: H. glycines DAF-12 receptor agonists, primary screen, cell-based, luminescence, HEK293, GAL4 fusion, UAS-luciferase; Nuclear hormone receptor DAF-12 (Heterodera glycines), GAL4 fusion; HEK293 GAL4-hgDAF12 UAS-luciferase reporter, agonist luminescence; normalized to butyrate control; activation, % at 6.8 µM; 370,000 tested, 1.8% active;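 active means activation above a cutoff set at the mean of all screened compounds plus 3 SD, cut at about 10% in these data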;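 further: 0% = DMSO wells and 100% = sodium butyrate wells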
# sPLA2-III inh: human group III sPLA2 inhibitors, primary screen, biochemical, QFRET, BODIPY PC-A2 liposome substrate; QFRET BODIPY PC-A2 liposome hydrolysis, fluorescence; inhibition, % at 12.2 µM; 370,000 tested, 0.56% active;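 active means inhibition above mean plus 3 SD of compounds lying within the high and low control bounds, cut at about 19% in these data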;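 further: 0% = median of test compound wells and 100% = no enzyme DMSO wells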
# Starred values were filed as active, the others as inactive; i = inactive; x = no result given.
SMILES,DAX1 inh-1,ssDAF-12 act,Rev-erbA mod,hcDAF-12 act,PG9 Ab binder,SMARCA2 act,FXN GAA850 act,DAX1 inh-2,PLCb3 inh,hgDAF12 agonist,sPLA2-III inh
O=C(O)CCCCCCCCc1cn(CN2C(=O)c3ccccc3C2=O)nn1,-0.7,-0.8,1,0.4,0.3,-1,1.4,0.8,-2,-0.8,10
CCOc1ccc(C(Nc2ccc(C)cc2)P2(=O)OCC(C)(C)CO2)cc1 (stereo unspecified),-0.7,-1.3,-7,-2.2,-0.5,-1,0.3,-0.1,0,0.0,-7
O=C(COc1ccc(Br)cc1Br)NC(=S)Nc1cccc(CO)c1,1.4,-0.5,4,2.3,-2.9,4,3.6,0.2,2,9.7,-2
CC(=O)NC(N1CCCCC1)C(F)(F)C(F)(F)C(F)(F)C(F)F (stereo unspecified),-0.4,-1.4,-3,-1.7,4.0,-3,-1.8,0.9,0,-0.7,3
CCn1cc(/C=C(\NC(=O)c2ccccc2F)C(=O)NCCCN2CCOCC2)c2ccccc21,0.4,-0.4,4,0.1,-2.8,-4,0.1,0.6,-8,4.3,-2
Nc1ccc(C2=Nc3cccc4cccc(c34)N2)cc1,-0.4,-0.2,-3,5.3,-1.9,0,-0.9,0.8,1,-1.6,6
COc1ccc(Cl)cc1S(=O)(=O)N1CCC(C(=O)NCCC2=CCCCC2)CC1,1.0,-1.1,5,-0.6,0.0,1,-0.5,0.3,2,-0.6,-19
COc1ccc(OC)c(NP2(=O)OCC(C)([N+](=O)[O-])CO2)c1 (stereo unspecified),-0.2,-0.4,-3,-0.6,0.7,0,-1.7,1.6,6,-0.1,10
Cc1ccc(CNC(=O)C2CCCN2S(=O)(=O)c2ccc3c(c2)C(C)(C)C(=O)N3C)cc1 (stereo unspecified),0.1,-1.7,-3,1.7,-0.3,-2,0.9,0.6,5,-0.5,4
COc1ccc(C2CC(C)=NN2C=O)cc1OC (stereo unspecified),-0.1,-0.6,6,-1.4,-0.6,-2,-2.5,0.1,3,-1.2,4
CCC(C)Sc1ccc([C@@H]2[C@@H]3C(=O)N(CC)C(=O)[C@@H]3[C@]3(C(=O)OC)CCCCN23)cc1OC (stereo partly specified),0.7,-1.7,-5,-1.0,1.2,-1,-0.2,1.5,-10,-0.4,-10
Cc1ccnc(SC2CC(=O)N(c3ccc([N+](=O)[O-])cc3)C2=O)n1 (stereo unspecified),-0.5,-1.3,0,0.4,0.3,1,-1.7,0.3,-2,1.6,-9
Cc1onc(-c2ccccc2)c1-c1n[nH]c(=S)n1-c1ccccc1Cl,-0.2,-1.4,-1,-1.2,0.2,-2,-2.4,0.4,3,1.8,19*
CCn1c(SCC(=O)Nc2ccc(Cl)cc2)nc2nc3c(cc2c1=O)CCCC3,-1.4,-1.3,0,-0.8,4.6,-2,-0.6,-2.0,3,-2.1,-9
O=C(c1ccc(OC2CCN(C/C=C/c3ccc(F)cc3)CC2)cc1)N1CCCCC1,-2.5,-1.2,-6,-1.9,-0.4,-1,1.4,0.3,-11,-0.3,-26
CN(C(=O)c1ccc(-c2nn(C)c(=O)c3ccccc23)cc1)C1CCCCC1,-1.2,-1.3,-1,-5.3,2.8,-3,-1.0,-1.6,-6,-2.5,1
O=C(O)c1ccc(S(=O)(=O)N2CCCCCCC2)cc1,-0.4,-1.3,7,0.3,-2.2,0,-2.0,0.3,-1,-0.2,10
O=C(N/C(=C\c1ccc(Br)cc1)C(=O)N1CCOCC1)c1ccco1,0.0,-1.2,-3,-2.3,-0.3,-1,0.2,0.1,-5,-0.6,-2
CCOC(=O)c1oc2ccccc2c1N,0.2,0.2,4,0.1,0.2,2,4.4,1.9,-3,5.6,1
CN(C)CCNC(=O)c1[nH]c(C(F)(F)F)nc1-c1ccccc1,0.4,-0.3,5,-0.2,-1.5,-2,x,x,0,-0.9,7
COc1ccc(C(=O)Sc2ccc(Cl)cc2)cc1OC,-0.4,-1.1,-7,1.1,0.4,1,0.2,2.1,1,-0.1,7
CCOc1cccc(-c2nnc3sc(-c4cc(OC)c(OC)c(OC)c4)nn23)c1,-0.3,-1.1,25,0.3,0.1,1,-1.5,0.3,4,0.5,4
CN(CC(=O)Nc1ccc(N2CCOCC2)cc1)CC(=O)Nc1cccc(C#N)c1,0.0,-0.8,2,0.6,-3.2,4,2.6,-1.8,4,1.2,-1
COc1ccc(C)cc1S(=O)(=O)N1CCCC(C(=O)NC2CC2)C1 (stereo unspecified),0.0,-0.9,0,-1.9,-1.9,-4,-0.5,1.0,-4,0.2,5
O=C(c1ccc(F)cc1)n1ccc2ccc(-c3ccc4ccn(Cc5ccccc5)c4c3)cc21,-0.5,-1.1,9,-0.4,x,-3,x,x,-90,-0.7,5
COC(=O)c1cc(OC)c(OC)cc1N,0.0,-0.6,2,0.0,-2.4,-2,2.3,0.1,-5,-0.3,1
COc1ccc(C2C(C(C)=O)=C(O)C(=O)N2CCc2c[nH]c3ccccc23)cc1OC (stereo unspecified),0.1,-0.2,-2,1.7,0.7,-1,-0.1,0.9,-8,-0.6,-5
COc1ccc2c(c1)[C@H]1[C@H](CO2)[C@H](c2ccccc2)[C@]2(C)C(=O)Nc3cc(OC)c(OC)cc3C(=O)N12,1.0,-1.2,0,-1.8,-3.0,3,-3.5,1.0,-9,3.0,-17
Cc1cc(/C=C2\SC(=Nc3ccc(F)cc3)NC2=O)c(C)n1-c1ccc(S(N)(=O)=O)cc1,-2.5,-1.2,10,-1.0,-2.6,-1,1.4,-3.1,-95,-3.4,-19
CCCCCCCC(=O)NC(Nc1ccc(S(N)(=O)=O)cc1)C(Cl)(Cl)Cl (stereo unspecified),-0.4,-1.2,1,-0.8,1.6,-6,-0.9,-1.6,1,-2.7,-32
Cc1[nH]n(-c2ccccc2)c(=O)c1C(C[N+](=O)[O-])c1ccc(F)cc1 (stereo unspecified),-0.8,-1.0,6,1.3,-3.3,0,1.3,0.4,1,-2.6,-4
C=CCC[C@@H](Cc1ccc(F)cc1)C(=O)OC[C@@H](C)NC(=O)[C@@H](CC=C)CC(=O)N[C@H](CO)Cc1ccccc1,-0.7,-1.7,-1,-1.3,0.2,0,-4.4,-0.3,8,-2.2,-49
CC1(C)Cc2cccc(OCC(=O)O)c2O1,-0.3,0.1,-1,-1.3,-1.4,4,0.4,-0.1,5,2.7,4
CCOC(=O)CSc1n[nH]c(=S)s1,-0.4,-1.1,2,0.2,-1.4,-1,0.2,1.8,-3,-1.1,-4
CCOC(=O)c1cc2c(=O)n3ccccc3nc2n(Cc2ccco2)c1=NC(=O)c1ccccc1OC,-0.9,-1.1,0,1.0,-0.4,-3,3.4,0.1,i,9.0,3
O=C(NCC1(N2CCCCC2)CCCCC1)c1cccc(S(=O)(=O)Nc2ccccc2Cl)c1,3.3,-0.7,-1,1.2,-0.8,-1,-0.2,-0.3,-7,-0.5,-11
CCN1CCN(CC2COc3ccccc3O2)CC1 (stereo unspecified),0.5,-1.2,3,-0.6,-2.2,3,0.5,2.0,6,3.4,-3
CCc1cccc(CC)c1-n1c(SCC(=O)N2CCCc3ccccc32)nc(O)cc1=O,-0.7,-0.9,-1,-0.4,-0.9,-3,-2.0,-1.7,1,-0.9,8
CCOC(=O)C1C(=O)NC(N2CCc3ccccc32)=NC1c1ccccc1 (stereo unspecified),0.9,-1.3,-4,-0.3,-2.3,1,-1.4,1.4,2,0.4,-1
CCN1C(=O)/C(=C2\SC(=S)N(c3c(C)n(C)n(-c4ccccc4)c3=O)C2=O)c2ccccc21,-0.3,-1.1,-1,-1.3,-3.3,-2,0.5,-0.4,11*,1.1,7

# Some of the entries so far, with values under each structure.
# Order of values: DAX1 inh-1 | ssDAF-12 act | Rev-erbA mod | hcDAF-12 act | PG9 Ab binder | SMARCA2 act | FXN GAA850 act | DAX1 inh-2 | PLCb3 inh | hgDAF12 agonist | sPLA2-III inh
- CCOC(=O)c1cc2c(=O)n3ccccc3nc2n(Cc2ccco2)c1=NC(=O)c1ccccc1OC
 : -0.9 | -1.1 | 0 | 1.0 | -0.4 | -3 | 3.4 | 0.1 | i | 9.0 | 3
- O=C(NCC1(N2CCCCC2)CCCCC1)c1cccc(S(=O)(=O)Nc2ccccc2Cl)c1
 : 3.3 | -0.7 | -1 | 1.2 | -0.8 | -1 | -0.2 | -0.3 | -7 | -0.5 | -11
- CCN1CCN(CC2COc3ccccc3O2)CC1 (stereo unspecified)
 : 0.5 | -1.2 | 3 | -0.6 | -2.2 | 3 | 0.5 | 2.0 | 6 | 3.4 | -3
- CCc1cccc(CC)c1-n1c(SCC(=O)N2CCCc3ccccc32)nc(O)cc1=O
 : -0.7 | -0.9 | -1 | -0.4 | -0.9 | -3 | -2.0 | -1.7 | 1 | -0.9 | 8

# Further structures:
SMILES,DAX1 inh-1,ssDAF-12 act,Rev-erbA mod,hcDAF-12 act,PG9 Ab binder,SMARCA2 act,FXN GAA850 act,DAX1 inh-2,PLCb3 inh,hgDAF12 agonist,sPLA2-III inh
Cc1noc(C)c1COc1ccccc1C(=O)N(C)CC(=O)Nc1ccc(F)c(F)c1F,1.4,0.2,-2,-0.9,-1.5,0,1.6,2.1,1,0.0,4
O=C(COC(=O)C1(c2ccc(F)cc2)CCCC1)NCc1ccc2c(c1)OCO2,-0.7,-2.5,4,-3.1,-1.3,-6,2.6,0.3,8,-2.0,-9
O=C(OCCN1CCOCC1)c1ccc2c(c1)OCCO2,1.6,-0.6,8,2.1,1.1,3,4.3,1.8,-1,5.7,3
Cc1cccc2sc(NC(=O)CNS(=O)(=O)c3ccc(Br)s3)nc12,-0.1,0.0,-1,5.2,-1.1,-1,-1.3,0.6,-1,2.0,-29
CCC(=Nc1ccc(N)cc1)C1=C(O)C(C(=O)OC)C(C)(C)CC1=O (stereo unspecified),0.1,-0.9,6,-1.3,-21,0,-0.1,0.5,-24,-1.9,1
Cc1ccccc1OCC(=O)Nc1nc(-c2ccncc2)cs1,-3.5,-1.4,5,-2.1,0.7,-3,-0.1,0.4,-18,-3.3,-4
COc1ccccc1-c1nc2cc3ccccc3cc2nc1-c1ccccc1OC,0.2,-0.7,-4,1.8,0.2,-3,0.4,0.0,-44,2.6,3
CC1=Nc2cc(C(=O)NCCCOC(C)C)ccc2Sc2ccccc21,-1.2,-1.5,13,-2.6,-2.4,-1,-3.0,0.2,-10,4.2,-7
COc1ccc(/C=C(\C)C(=O)c2c(C)cc(C)[nH]c2=O)cc1,0.1,-2.0,2,2.2,-1.6,0,0.1,1.8,-3,-2.6,-2
